Assay outcomes deposited in PubChem BioAssay by several laboratories.
SRC2 inh: inhibition of GAL4-SRC2 driven luciferase reporter, primary screen, SRC2 inhibitor project, cell-based, luminescence. Nuclear receptor coactivator 2 (Homo sapiens), Q15596. HEK293 GAL4-SRC2 luciferase reporter. inhibition, % at 9 µM. 0.17% of 370,000 active. AID 651957, 2012;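 active = inhibition above the mean inhibition of all tested compounds plus 3 SD, set per campaign, cut at about 52% in these data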;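 note: 0% = DMSO treated cells and 100% = cells given Gossypol at 36 µM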
LMP1 NFkB inh: EBV LMP1-driven NF-kappaB luciferase reporter inhibitors, primary screen, cell-based, luminescence, single point; AID 504558, 2011; LMP1-induced NF-kappaB luciferase reporter cells; inhibition, % at 12.5 µM; 0.69% of 350,000 active; in the data active = inhibition above about 41%;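 note: 0% = neutral control wells and 100% = reference inhibitor control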
LRH-1 inv ag: LRH-1 (NR5A2) inverse agonists, primary screen, cell-based, luminescence, HEK293T, StAR-luciferase reporter. AID 602396, 2012. inhibition, % at 3.6 µM. LRH-1 transfected, 24 h. 0.13% of 360,000 active. Nuclear receptor subfamily 5 group A member 2 (Homo sapiens), O00482;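 active = inhibition above the mean inhibition of all tested compounds plus 3 SD, cut at about 73% in these data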;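 note: 0% = DMSO wells and 100% = reporter-only cells lacking LRH-1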
Target sequence (O00482 whole entry, looked up): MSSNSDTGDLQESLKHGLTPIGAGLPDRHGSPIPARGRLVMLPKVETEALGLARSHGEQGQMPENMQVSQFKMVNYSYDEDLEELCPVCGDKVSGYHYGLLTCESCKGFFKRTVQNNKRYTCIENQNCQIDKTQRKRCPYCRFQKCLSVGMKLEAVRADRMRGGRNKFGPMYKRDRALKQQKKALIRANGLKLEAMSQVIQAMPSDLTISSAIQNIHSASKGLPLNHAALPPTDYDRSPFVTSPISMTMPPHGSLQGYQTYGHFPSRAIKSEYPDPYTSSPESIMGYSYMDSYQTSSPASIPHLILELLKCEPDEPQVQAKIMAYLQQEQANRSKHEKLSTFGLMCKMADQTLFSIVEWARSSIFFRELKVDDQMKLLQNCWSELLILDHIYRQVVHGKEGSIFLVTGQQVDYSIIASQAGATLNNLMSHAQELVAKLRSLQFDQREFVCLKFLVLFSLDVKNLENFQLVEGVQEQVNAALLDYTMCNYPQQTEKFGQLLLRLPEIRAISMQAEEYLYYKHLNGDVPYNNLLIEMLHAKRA
NOD2 RIPK2 PPI: NOD2-RIPK2 binding disruptors in cells, primary screen, fluorescence, CHO cells, BLA complementation. CCF4 ratio. inhibition, % at 4.98 µM. 0.38% of 360,000 active. AID 624267, 2012; in the data active = inhibition above about 21%;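 note: 0% = vehicle only and 100% = reference blocker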
TLR9-MyD88 inh: inhibitors of TLR9-MyD88 association in cells, primary screen, cell-based, CHO, BLA complementation, fluorescence; Toll-like receptor 9 (Homo sapiens) + Myeloid differentiation primary response protein …; CCF4 FRET ratio; inhibition, % at 4.98 µM; 0.21% of 340,000 active; AID 504734, 2011;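 active = inhibition above the mean over all tested compounds plus 3 SD, cut at about 21% in these data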;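 note: 0% = DMSO only wells and 100% = clavulanate BLA inhibitor control wells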
COUP-TFII inh: NR2F2 transcriptional activity inhibitors, primary screen, cell-based, luciferase reporter, HEK293T, luminescence; inhibition, % at 8.6 µM; HEK293T NGFI-A luciferase reporter; AID 686940, 2013; 0.7% of 370,000 active; COUP transcription factor 2 (Homo sapiens), P24468;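 active = inhibition above a per-plate cutoff, mean inhibition of test wells between control levels plus 3 SD, cut at about 38% in these data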;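 note: cells cotransfected with COUP-TFII expression vector driving the NGFI-A reporter; 0% = median of COUP-TF2 test wells and 100% = reporter-only cells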
Target sequence (P24468 whole entry, looked up): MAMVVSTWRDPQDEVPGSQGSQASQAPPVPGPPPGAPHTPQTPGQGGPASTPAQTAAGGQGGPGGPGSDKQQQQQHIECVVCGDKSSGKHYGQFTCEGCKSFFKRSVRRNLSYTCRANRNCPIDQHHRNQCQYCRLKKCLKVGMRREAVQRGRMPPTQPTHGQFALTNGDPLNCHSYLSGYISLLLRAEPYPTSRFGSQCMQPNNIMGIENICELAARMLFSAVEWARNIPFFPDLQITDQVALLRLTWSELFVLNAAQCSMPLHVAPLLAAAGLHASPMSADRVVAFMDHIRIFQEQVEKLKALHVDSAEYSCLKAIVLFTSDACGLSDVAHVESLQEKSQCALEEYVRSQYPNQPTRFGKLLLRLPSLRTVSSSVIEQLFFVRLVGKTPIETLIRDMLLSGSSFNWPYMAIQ
NCOA3 inh: SRC3 coactivator transcriptional activity inhibitors, primary screen, cell-based, luminescence. HEK293 GAL4-SRC3 luciferase reporter. inhibition, % at 3.6 µM. 0.17% of 360,000 active. Nuclear receptor coactivator 3 (Homo sapiens), Q9Y6Q9;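 active = inhibition above a per-campaign cutoff, the mean of all compounds plus 3 SD, cut at about 60% in these data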;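 note: 0% = DMSO-treated cells and 100% = gossypol-treated cells at 36 µM; higher means less SRC3-driven luciferase light from the GAL4 reporter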
NCOA1 inh: SRC1 coactivator transcriptional activity inhibitors, primary screen, cell-based, luminescence. Nuclear receptor coactivator 1 (Homo sapiens), Q15788. HEK293 GAL4-SRC1 luciferase reporter. inhibition, % at 3.6 µM. 0.12% of 360,000 active. AID 588354, 2011;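 active = inhibition above the campaign mean plus 3 SD, with each screening campaign given its own cutoff, cut at about 60% in these data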;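 note: 0% = DMSO treated cells and 100% = gossypol at 36 µM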
TRAIL sens C8: viability loss with TRAIL in NB7+C8 cells, primary screen, TRAIL sensitizer project, cell-based, ATPlite luminescence. inhibition (viability loss, TRAIL sensitization), % at 10 µM. 1% of 360,000 active. AID 624354, 2012;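 active = compounds causing at least 50% loss of cell viability in the single-dose screen, relative to plate controls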
TROY NFkB inh: inhibitors of TROY-driven NF-kB signaling, primary screen, Q293 LMP1-TROYcd cells, NF-kB luciferase, uHTS; Q293 LMP1-TROYcd NF-kB luciferase reporter, 4 h; inhibition, % at 10 µM; 0.98% of 360,000 active; AID 1347056, 2019;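 active = compounds whose plate-normalised and pattern-corrected inhibition of the luciferase reporter signal at the single screening dose is 50% or more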
Vif inh: HIV Vif self-association inhibitors, primary screen, imaging, HEK293T, single point. HEK293T cells, Vif self-association by quenched fluorescence, 24 h. 0.35% of 340,000 active. inhibition, % at 7.49 µM. AID 602346, 2012; in the data active = inhibition above about 50%, passing the limit was not always enough; note: some results filed as inactive read as strong as hits
* hit, by the source's call; / = no result given. These rows are one share of the data; count on the stated rates, not on these rows.

entry	Molecule	LRH-1 inv ag	COUP-TFII inh	NCOA1 inh	Vif inh	NCOA3 inh	LMP1 NFkB inh	NOD2 RIPK2 PPI	TRAIL sens C8	SRC2 inh	TROY NFkB inh	TLR9-MyD88 inh
1	CC(C)(C)OC(=O)CN1C(=O)NC2(CCCc3ccccc32)C1=O (stereo unspecified)	1	-11	2	-1	13	5	0	-25	8	-3	-7
2	Cc1cc(OCC(=O)OCC(=O)NCc2ccc3c(c2)OCO3)ccc1Cl	-2	2	3	-3	0	-3	-4	18	28	1	-2
3	Cn1cnc(S(=O)(=O)Nc2ccc(Cl)c(C(F)(F)F)c2)c1	18	-10	-20	-5	10	-8	-2	-3	-4	1	14
4	Cc1ccc(N(C(=O)c2cc3ccccc3oc2=O)C2C=CS(=O)(=O)C2)cc1 (stereo unspecified)	0	-17	5	0	18	-7	-11	2	8	-3	4
5	FC(F)(F)c1cc(Cl)c2nc(-c3ccccc3)c(Cc3cccc(Cl)c3)n2c1	4	-1	/	/	/	/	-7	20	-11	22	/
6	CC(=O)Oc1ccc(C(=O)Nc2nnc(C)s2)cc1	-41	-24	-49	10	-38	-11	1	17	-32	-35	-1
7	CC(=O)N1CCC2(CC1)CC(=O)c1cc(OCC(=O)N3CCOCC3)ccc1O2	-9	9	-3	-9	14	-10	0	10	-7	2	-4
8	COc1ccc(CNC(=O)CN(Cc2ccccc2)C(=O)CCC(=O)Nc2nccs2)cc1	10	4	-1	8	-4	-4	-18	-12	-4	-8	1
9	O=C(Nc1cccc(S(=O)(=O)N2CCCCCC2)c1)c1ccc2ccccc2n1	-18	-20	-38	-6	-30	-23	-4	21	-37	-75	-7
10	COc1ccc(C(=O)c2ccc(OC)c(OC)c2)cc1	-13	0	4	/	-9	6	-7	-14	-5	-8	-1
11	Cc1[nH]c2c(ccc3ccccc32)c1C1C(CCN)C1(C)C (stereo unspecified)	13	17	-37	15	3	-56	-4	13	-12	5	-4
12	O=C(NC(c1ccc(Cl)cc1)c1cnccn1)C1CCN(CCCOc2ccccc2)CC1 (stereo unspecified)	2	-2	0	-7	7	/	-11	11	8	-3	/
13	CN(C(=O)c1ccno1)c1nnc(-c2cnccn2)s1	-4	7	-12	3	2	-3	2	8	-18	1	11
14	O=C(Nc1ccc2c(c1)OCO2)C1CC(=O)N(CCc2ccccc2)C1 (stereo unspecified)	-12	-3	-10	-5	6	-12	8	6	-30	-16	-1
15	COc1ccc(NC(=O)c2ccco2)cc1NC(=O)c1cc2ccccc2o1	19	2	20	-7	17	-3	-6	2	-27	-31	-6
16	O=C1NCCN/C1=C\C(=O)c1ccc(Cl)cc1	-128	-42	-83	1	-87	/	-3	4	-10	-49	/
17	OCC(CO)(CO)n1cnnn1	-6	-7	-14	9	18	-1	-4	-7	-8	-6	2
18	CC(C)(C)c1csc(CS(=O)(=O)c2ccccn2)n1	-28	-8	-9	2	-21	-2	0	-6	-29	-3	-7
19	COc1ccc(S(=O)(=O)NCc2cccs2)cc1	6	-13	11	1	6	3	-6	-5	-12	-24	-3
20	O=C(c1cc(COc2cccc3cccnc23)on1)N1CCC[C@H]1CO	-10	-4	-3	51*	-19	-2	-1	-1	-41	-21	-4
21	COc1ccccc1-c1nc2cc3ccccc3cc2nc1-c1ccccc1OC	15	-25	9	-26	14	-2	-4	-6	18	8	0
22	O=C(NCCCNc1ccnc2cc(Cl)ccc12)c1ccccc1F	7	14	0	/	3	9	-3	-9	-11	-15	2
23	Oc1cccc(C(=S)N2CCCCC2)c1	16	4	-5	1	23	-2	-4	-6	-15	7	6
24	Cc1noc(C)c1COc1ccccc1C(=O)N(C)CC(=O)Nc1ccc(F)cc1	3	20	-3	0	-11	-1	-7	9	-8	-5	-2
25	CCOc1ccccc1NC(=O)C1CCCCN1S(=O)(=O)c1ccc(F)cc1 (stereo unspecified)	7	8	-5	/	10	-34	-8	-13	0	-3	-4
26	CCCCNC(C(=O)Nc1ccc(Cl)c([N+](=O)[O-])c1)c1ccccc1 (stereo unspecified)	-5	12	-11	-2	2	-1	-2	8	-2	-42	-17
27	COc1cccc(CNC(=O)C2CCCN(S(C)(=O)=O)C2)c1 (stereo unspecified)	13	13	25	-3	2	1	-11	-42	-5	-3	1
28	COC(=O)c1cccc(NC(=O)c2ccc(OC)c(Cl)c2)c1	-62	-59	-84	9	-26	-11	-5	16	-48	-55	-8
29	CC(C)Cc1nnc(NC(=O)c2cccc(S(=O)(=O)N3CCN(C)CC3)c2)s1	16	0	-7	10	14	4	-9	13	13	4	-2
30	CCN(CC(=O)Nc1ccc2c(c1)OCO2)CC(=O)Nc1ccccc1C(F)(F)F	-4	-3	9	1	4	4	-3	22	-9	12	-5
31	COc1ccc(Br)cc1/C=N/NC(=O)c1cc(OC)c(OC)c(OC)c1	9	16	2	-5	10	2	6	-1	-5	8	-1
32	CC1(C)Cc2c(sc3c2c(=N)n(Cc2ccco2)c(=O)n3Cc2ccc(Cl)cc2)CO1	-21	1	-17	-11	-5	9	-4	-4	-9	22	9
33	FC(F)(F)c1nnc2n1N=C(c1ccccc1)CS2	1	21	-10	0	5	12	-3	20	1	-5	1
34	CCCNC(=O)c1cc2c(c(-c3cccc(-c4cc5ccccc5o4)c3)n1)[C@H](CCO)N(C(=O)NC(C)C)C2	23	10	/	/	/	/	-3	5	5	10	/
35	Cc1n[nH]c(C)c1S(=O)(=O)N1CCCC(C(=O)NC2CCCc3ccccc32)C1 (stereo unspecified)	6	13	7	-5	6	-7	-3	-7	-12	3	5
36	CC(NC(=O)Cn1c(=O)[nH]c2ccsc2c1=O)C12CC3CC(CC(C3)C1)C2 (stereo unspecified)	-8	2	6	-4	-4	-10	-1	-17	-13	-7	-9
37	Cc1cccc(NC(=O)NC2CCCCCCC2)c1	-44	-31	-58	-7	-50	-24	8	8	-72	-72	-2
38	Cc1c(Nc2ccc3nonc3c2[N+](=O)[O-])c(=O)n(-c2ccccc2)n1C	2	0	-6	5	13	0	1	1	-6	6	-9
39	CC(C)CCN(C(=O)C1CSC2(C)CCC(=O)N12)c1c(N)n(Cc2ccccc2)c(=O)[nH]c1=O (stereo unspecified)	4	2	-39	6	5	-1	0	1	-5	-13	-6
40	O=C(C1CC1)N1CCc2cc(S(=O)(=O)NCC3COc4ccccc4O3)ccc21 (stereo unspecified)	-12	10	18	9	19	3	0	11	6	44	-5
41	O=C(O)COc1ccccc1/C=N/NC(=O)CSc1nc2ccccc2n1Cc1ccccc1	1	5	9	1	2	2	1	-26	-8	-1	-4
42	Cc1c(NC(=O)c2ccccc2NC(=O)COc2ccccc2)cccc1C(=O)O	8	8	-6	/	6	-10	0	30	-15	-11	2
43	Cc1ccc(-c2noc(CCC(=O)Nc3ccc(C)cn3)n2)cc1	-4	-10	0	/	2	1	6	1	16	19	11
44	CCC(C)(C)n1nnnc1C(C(C)C)N1CCN(C(=O)c2ccco2)CC1 (stereo unspecified)	19	1	17	-9	10	-1	-8	-4	-6	6	3
45	CCN(C[C@H]1N[C@@](C)(C(=O)OC)[C@H]2C(=O)N(Cc3ccccc3)C(=O)[C@@H]12)C(=O)c1ccc(F)cc1	7	4	-6	3	-4	-4	-2	17	-27	-11	6
46	COc1ccc(-n2cc(-c3ccc(OC)c(OC)c3)[nH]c2=S)cc1	11	-9	-5	0	8	2	-4	10	4	-28	-9
47	Cc1ccc(/C=C2\SC(=S)N(CCC(=O)NNS(=O)(=O)c3ccc(C)cc3)C2=O)cc1	6	6	1	4	18	-4	-1	18	5	-5	4
48	CCOc1ccc(NC(=O)COc2ccc(C(=O)NCc3cccnc3)cc2OC)cc1	9	-12	-1	-5	0	6	-9	-3	-35	4	-11
49	CC(=O)Oc1ccccc1/C=C/c1ccc2ccccc2[n+]1C	-7	-62	-72	7	-82	2	2	-3	-49	-48	1
50	COC(=O)c1ccccc1NC(=O)C1CCN(S(=O)(=O)c2cc(C)ccc2OC)CC1	-11	6	-4	-12	-11	4	-6	2	-1	3	-9
51	CCCc1nc2c(c(=O)c3ccccc3n2C)c(=O)n1-c1ccc(F)cc1	10	-8	-16	9	16	2	-1	-15	-2	5	1
52	Cc1c(C(=O)Nc2nonc2-c2ccc(F)cc2)oc2ccc(F)cc12	29	15	6	-5	14	12	-17	35	-10	39	4
53	N#C/C(=C\c1ccc([N+](=O)[O-])cc1)c1nc(C2CC2)cs1	39	8	-41	2	-50	-9	12	7	-32	-35	19
54	CC1(C)Cc2ccccc2C(=NCCCC(=O)O)N1	23	9	-34	-12	-27	-4	9	1	-4	-17	7
55	CN(CC(=O)Nc1ccccc1Cl)C(=O)COC(=O)c1ccc(Cl)cc1[N+](=O)[O-]	25	-12	-18	1	15	2	1	3	-15	-8	-2
56	Cc1ccc(-c2ccc(SCC(=O)Nc3nonc3C)nn2)cc1	-39	-63	-21	-6	-19	-4	2	1	-19	4	11
57	Cc1ccn2c(=O)nc(SCC(=O)NC3CCCCC3)nc2c1	-1	9	-11	-2	-1	1	-10	-3	10	18	2
58	Cc1ccc2c(c1)NC(=O)CC(c1ccccc1)=N2	-40	-23	-36	-7	-26	-26	3	-1	-3	-16	-2
59	CCOc1ccc(C(=O)NCC(=O)NCC(c2ccco2)N2CCCCC2)cc1OCC (stereo unspecified)	-14	-12	-38	0	-22	-1	4	3	-4	5	2
60	Cc1cccc(C)c1NC(=O)C(C)n1c(-c2ccc(=O)[nH]c2)nc2ccccc21 (stereo unspecified)	-24	-11	/	/	/	/	-7	-5	-34	/	/

Going on with the list:
entry	Molecule	LRH-1 inv ag	COUP-TFII inh	NCOA1 inh	Vif inh	NCOA3 inh	LMP1 NFkB inh	NOD2 RIPK2 PPI	TRAIL sens C8	SRC2 inh	TROY NFkB inh	TLR9-MyD88 inh
61	CCN(CC)S(=O)(=O)c1ccc(N2CCCC2)c(NC(=O)c2nn(C)c(=O)c3ccccc23)c1	9	0	-7	5	-16	-6	-6	-8	22	-7	-9
62	CCSc1nc(C(F)(F)F)cc(=O)n1-c1ccccc1	-9	17	-25	-2	5	1	1	-2	-11	-42	4
63	COC(=O)CC(NC(=O)c1ccc(C)cc1)c1ccc2c(c1)OCO2 (stereo unspecified)	5	2	-14	3	25	4	-12	-9	8	-15	3
64	CSc1ccc(C(O)c2ncc(-c3ccccc3F)[nH]2)cc1 (stereo unspecified)	-30	-28	-5	/	-27	/	0	5	-21	-45	/
65	O=C(NC1CCCCC1)c1ccc(CN2CCOCC2)cc1	-42	-6	-10	-17	-12	-7	1	-2	-11	/	-5
66	CCOc1cc(NC(=S)NC)c(OCC)cc1NC(=O)c1cccs1	9	13	2	-1	-11	-3	1	-5	-6	0	-1
67	Cc1cccc2cc(C#N)c(NCCNS(=O)(=O)c3ccccc3)nc12	-1	-2	13	-4	13	-6	-9	-26	8	5	7
